# Screens deposited in PubChem by several laboratories.
# FLuc stim CS – FLuc activators, initial screening, artefact control for FLuc-dependent activation tests, biochemical, ATPlite luminescence. Luciferin 4-monooxygenase (Photinus pyralis), P08659. ATPlite luciferase biochemical, 10 min; 0 = ATP-free wells, 1 = DMSO control. activation factor at 10 µM. 200,000 tested, under 10 active. AID 1027, 2008;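 active = luciferase activation factor, scaled between plate controls, of at least 2 with compound at 10 µM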
# Target sequence (P08659 whole entry, looked up): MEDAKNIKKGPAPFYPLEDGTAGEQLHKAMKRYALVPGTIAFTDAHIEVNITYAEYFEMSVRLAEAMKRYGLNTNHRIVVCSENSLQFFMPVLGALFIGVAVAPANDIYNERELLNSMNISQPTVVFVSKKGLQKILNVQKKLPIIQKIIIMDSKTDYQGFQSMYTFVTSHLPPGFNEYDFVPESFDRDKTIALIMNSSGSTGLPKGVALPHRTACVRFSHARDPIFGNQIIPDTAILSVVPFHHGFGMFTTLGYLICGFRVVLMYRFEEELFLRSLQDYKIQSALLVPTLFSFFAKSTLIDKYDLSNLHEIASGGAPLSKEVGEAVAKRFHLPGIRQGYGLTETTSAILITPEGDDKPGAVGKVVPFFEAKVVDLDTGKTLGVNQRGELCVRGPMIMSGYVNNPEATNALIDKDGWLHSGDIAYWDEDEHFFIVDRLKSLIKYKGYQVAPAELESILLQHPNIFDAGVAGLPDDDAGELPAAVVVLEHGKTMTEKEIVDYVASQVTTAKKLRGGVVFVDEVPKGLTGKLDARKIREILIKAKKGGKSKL
#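 Material: Luciferase/luciferin reagent mix; Doses: test compounds dosed from 2 mM stocks in 100% DMSO; Schedule: 10 min incubation after luciferase reagent addition, room temperature; Measured by: luminescence from luciferase reaction; Read-out: luminescence gain marking luciferase activators.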
# TNAP act hiacc – TNAP activators at high phosphate acceptor level, primary screen, biochemical, luminescence, uHTS; purified TNAP, CDP-star luminescence, 1 M DEA, 30 min; stronger effect = higher value; 0 = EDTA background, 1 = DMSO-only activity; 200,000 tested, under 10 active; AID 1136, 2008; activation factor at 20 µM;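 active = activation factor at least 2 at 20 µM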
#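 Control set: EDTA negative control, DMSO positive control / Assay system: human TNAP / Quantity: TNAP 1/800 final / Evaluation: TNAP activation factor scaled between EDTA and DMSO control wells / Measured by: luminescent substrate turnover signal / Compound dosing: one dose, 20 µM / Times: 30 min enzyme reaction at room temperature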
# TNAP inh noacc – human TNAP enzyme inhibitors, primary screen, biochemical, luminescent, no phosphate acceptor, uHTS. Alkaline phosphatase, tissue-nonspecific isozyme (Homo sapiens), P05186. purified TNAP, CDP-star luminescence, 30 min. inhibition, % at 20 µM. hit rate 0.26% among 200,000. AID 1012, 2008;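 active = tissue-nonspecific alkaline phosphatase inhibition above about 50% at 20 µM in the single-dose screen, limit read from the data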;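 note: 0% = DMSO negative control and 100% = EDTA positive control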
# PMI act hi M6P – human PMI activators, high substrate, primary screen, biochemical, fluorescence intensity, near-saturating mannose 6-phosphate; Mannose-6-phosphate isomerase (Homo sapiens), P34949; coupled PMI enzyme assay, resazurin fluorescence, 20 min; stronger effect = higher value; 1 = untreated enzyme, 0 = substrate-free blank; activation factor at 20 µM; hit rate 0.34% among 190,000; AID 1216, 2008;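 active = activation factor of 2 or more at 20 µM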
# Target sequence (P34949 whole entry, looked up): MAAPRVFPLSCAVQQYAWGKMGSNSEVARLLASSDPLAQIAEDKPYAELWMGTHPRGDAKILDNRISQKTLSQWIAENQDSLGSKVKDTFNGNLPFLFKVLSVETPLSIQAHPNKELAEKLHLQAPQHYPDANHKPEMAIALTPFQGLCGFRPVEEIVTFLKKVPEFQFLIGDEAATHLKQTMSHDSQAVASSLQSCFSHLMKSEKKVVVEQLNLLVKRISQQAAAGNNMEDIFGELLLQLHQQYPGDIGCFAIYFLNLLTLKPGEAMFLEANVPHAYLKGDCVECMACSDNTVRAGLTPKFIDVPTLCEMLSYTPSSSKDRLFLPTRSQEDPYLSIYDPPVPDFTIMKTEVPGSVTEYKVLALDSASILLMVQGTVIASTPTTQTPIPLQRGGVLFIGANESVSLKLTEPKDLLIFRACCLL
#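 Material: human phosphomannose isomerase with PGI, G6PDH, diaphorase coupling enzymes. Quantity: 15 ng/mL PMI. Medium: HEPES pH 7.4 buffer with MgCl2 and Tween-20. Reagent: Near-saturating mannose-6-phosphate, 1.0 mM. Compound: 20 µM single dose. Times: enzyme reaction with compound 20 min at room temperature. Detection: resorufin fluorescence at Ex 544/Em 590 nm.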
# Diaph inh CS – diaphorase inhibitors and chemical oxidizers, primary screen, counter-screen for diaphorase-coupled primary assays, biochemical, uHTS, resorufin fluorescence. diaphorase resazurin-to-resorufin fluorescence, NADH, 16 min; bacterial (C. kluyveri) enzyme, not human. inhibition, % at 20 µM. hit rate 0.69% among 190,000;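 active = primary screen inhibition at 20 µM above a set limit, cut at about 50% in these data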;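 note: plate controls were DMSO with full reaction for no effect and wells lacking NADH for full effect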
#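 Assay system: diaphorase enzyme from Clostridium kluyveri; Input: enzyme working solution with 0.14 U/mL diaphorase; Timing: 16 min at room temperature; Technique: resorufin fluorescence, excitation 544 nm, emission 590 nm; Benchmarks: positive control minus NADH, DMSO neutral control.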
# G6PDH CS – L. mesenteroides G6PDH inhibitors, counter-screen for G6PDH-coupled screening assays, biochemical, Leuconostoc mesenteroides enzyme; Purified L. mesenteroides G6PDH, diaphorase/resazurin coupled fluorescence, 45 min; inhibition, % at 5 µM; hit rate 0.12% among 200,000; AID 1020, 2008; in the data active = inhibition above about 50%
# Diaph act CS – compounds boosting diaphorase resazurin reduction – biochemical, uHTS, resorufin fluorescence, counter-screen for diaphorase-coupled primary assays, primary screen; Diaphorase/resazurin coupled assay, 16 min; stronger effect = higher value; 1 = vehicle wells, 0 = NADH-free wells; activation factor at 20 µM; hit rate 0.005% among 190,000; AID 1229, 2008;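 active = diaphorase activity raised at least twofold by the compound at 20 µM; inactive = activation factor below 2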
#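 Measured by – red resorufin fluorescence at 544/590 nm excitation/emission · Test system – Clostridium kluyveri diaphorase, purified enzyme · Incubation – reaction time 16 min, room temperature · Buffer or medium – 50 mM HEPES pH 7.4 with 4.542 mM MgCl2, 0.005% Tween 20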
# HMGR II inh – inhibitors of E. faecalis class II HMGR, primary screen, biochemical, Enterococcus faecalis. hit rate 0.41% among 190,000. HMG-CoA reductase (Enterococcus faecalis, mvaE). purified E. faecalis HMGR, NADPH absorbance 340 nm kinetic. inhibition, % at 10 µM;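 active = inhibition above a set limit, the median over all tested compounds plus 3 SD, cut at about 9.5% in these data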;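 note: enzyme runs in reverse so mevalonate oxidation gives rising NADPH absorbance; 0% = complete reaction with DMSO and 100% = background rate lacking mevalonate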
# PMI activator – activators of human PMI, primary screen, biochemical, fluorescence intensity, near-Km mannose 6-phosphate | Mannose-6-phosphate isomerase (Homo sapiens), P34949 | purified human PMI, coupled resazurin fluorescence, 20 min; stronger effect = higher value; 1 = vehicle control, 0 substrate-free wells | activation factor at 20 µM | hit rate 0.005% among 190,000 | AID 1214, 2008;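 active = activation factor of 2 or more at 20 µM, relative to plate controls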
# TNAP inh hi DEA – human TNAP enzyme inhibitors, primary screen, biochemical, luminescent, high phosphate acceptor level, uHTS; Alkaline phosphatase, tissue-nonspecific isozyme (Homo sapiens), P05186; purified TNAP, CDP-star luminescence, 1 M DEA; inhibition, % at 20 µM; hit rate 0.03% among 200,000; AID 1135, 2008;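 active = over 50% inhibition of tissue-nonspecific alkaline phosphatase at 20 µM in the single-dose screen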;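 note: plate controls were DMSO wells for no effect and EDTA-quenched wells as full inhibition for full effect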
# Active calls of the source: *. Rows are unselected (roughly 1.7% active in at least one column).
SMILES,FLuc stim CS,TNAP act hiacc,TNAP inh noacc,PMI act hi M6P,Diaph inh CS,G6PDH CS,Diaph act CS,HMGR II inh,PMI activator,TNAP inh hi DEA
Oc1ccccc1Oc1ncc(Br)c(N2CCOCC2)n1,1.1,1.1,-13.5,1,15.1,7.9,0.8,-2.3,0.9,-6.4
Cc1cccc(NC(=S)NCC23C=CC(O2)C2C(=O)N(c4ccc(Cl)cc4)C(=O)C23)c1 (stereo not drawn),1.1,1,-12.4,1.5,14.4,16.0,0.9,-6.5,1.2,-0.2
CC(c1ccccc1F)n1cc(C(=O)NCCCn2ccnc2)nn1 (stereo not drawn),1,1.1,3.0,1.1,-21.9,13.9,1.2,1.2,1.1,-5.4
Cc1c(NC(=O)CSc2ccccn2)c(=O)n(-c2ccccc2)n1C,1,1,-11.8,0.9,5.0,19.4,0.9,-2.9,0.9,-3.5
Cc1ccc(NCN2C(=O)C3C4CCC(C4)C3C2=O)cc1 (stereo not drawn),1.1,1,-5.5,1,5.9,-2.4,0.9,-1.5,0.9,-1.3
CCCNS(=O)(=O)c1ccc(OCC(=O)OC)cc1,1.1,1,-9.8,1,-5.5,1.4,1.1,-3.2,1.1,-3.0
COc1ccc(-c2cc(C(=O)Nc3ccc(Cl)cc3Cl)c3ccccc3n2)cc1OC,1,1,0.6,1,7.3,-19.9,0.9,1.2,0.8,3.2
Cn1ccc(C(=O)Nc2ccc(Br)cc2Br)n1,0.8,1.1,-11.7,1,5.1,4.5,0.9,-1.9,1,-5.9
O=C(N/N=C/c1cccc([N+](=O)[O-])c1)c1cccc2cc[nH]c12,1,1.1,-6.0,1.1,0.0,4.9,1,-5.0,1.1,-5.3
O=C(OCn1nnc2ccccc2c1=O)c1ccc2ccccc2n1,1.1,1.1,-17.0,0.9,14.3,3.1,0.9,-7.6,1,-8.7
O=C(N/N=C/c1ccc(COc2ccc(Br)cc2)o1)c1ccco1,1.1,1,-7.5,1,5.8,-4.8,0.9,1.1,1,-1.9
O=C(O)c1cn[nH]c1-n1cnnn1,1.1,1,-4.6,1,5.3,1.9,0.9,-3.0,1,-4.3
Cc1cccc(NC(=S)N(Cc2ccc(Br)cc2)Cc2ccc(C(=O)O)cc2)c1,1,1,-7.1,0.9,20.8,-6.2,0.8,-1.0,0.9,-3.9
COc1ccc(C2N(c3ccc(OC)cc3)C(=S)N3CCCN23)cc1 (stereo not drawn),1.1,1.1,-9.7,1,8.0,2.1,0.9,-6.1,0.9,-5.6
COc1ccc(C(=O)N2CCN(S(=O)(=O)c3cc(Cl)ccc3OC)CC2)cc1,1.1,1,-13.2,1,17.6,-9.4,0.8,0.2,1,-3.3
CCOC(=O)NCC(C#CCN(CC)CC)N(CC)CC (stereo not drawn),1.1,1.1,-4.6,1,13.7,-11.1,0.9,-4.7,0.9,-5.5
CC1=C(C(=O)OCC2CCCO2)C(c2ccsc2)C2=C(CCCC2=O)N1 (stereo not drawn),1,1,-7.5,1.1,5.7,3.2,0.9,-2.4,1,2.1
CCOC(=O)C1CCCN(C(=O)Cn2cccc2C(=O)c2ccccc2)C1 (stereo not drawn),1,1,-1.9,0.9,10.2,5.8,0.9,-3.0,0.9,2.5
O=Nc1c(O)n(Cc2cccc(Cl)c2)c2ccccc12,1.1,1,2.1,1,10.5,13.0,0.9,-7.8,1,-4.3
COc1ccc(N(C2CSC2)S(=O)(=O)c2ccccc2)cc1,1,1,-10.9,1,4.1,4.0,1,1.2,1,-1.1

# Record cards, as listed above. Values in the order: FLuc stim CS | TNAP act hiacc | TNAP inh noacc | PMI act hi M6P | Diaph inh CS | G6PDH CS | Diaph act CS | HMGR II inh | PMI activator | TNAP inh hi DEA
# Record of O=C(N/N=C/c1ccc(COc2ccc(Br)cc2)o1)c1ccco1 = 1.1 | 1 | -7.5 | 1 | 5.8 | -4.8 | 0.9 | 1.1 | 1 | -1.9
# Record of COc1ccc(C(=O)N2CCN(S(=O)(=O)c3cc(Cl)ccc3OC)CC2)cc1 = 1.1 | 1 | -13.2 | 1 | 17.6 | -9.4 | 0.8 | 0.2 | 1 | -3.3
# Record of O=C(N/N=C/c1cccc([N+](=O)[O-])c1)c1cccc2cc[nH]c12 = 1 | 1.1 | -6.0 | 1.1 | 0.0 | 4.9 | 1 | -5.0 | 1.1 | -5.3

# Later entries.
SMILES,FLuc stim CS,TNAP act hiacc,TNAP inh noacc,PMI act hi M6P,Diaph inh CS,G6PDH CS,Diaph act CS,HMGR II inh,PMI activator,TNAP inh hi DEA
Cn1cc(C(=O)CCl)c2ccccc21,1,1.1,-7.7,1,21.2,8.6,0.8,0.1,1,-5.5
CCC(c1nc2ccccc2c(=O)n1-c1nc2ccccc2s1)N1C(=O)c2ccccc2C1=O (stereo not drawn),1.1,1,-13.6,0.9,23.4,0.8,0.8,-0.4,0.8,-3.3
O=C(c1ccccc1)c1ccc(O)cc1O,1,1,-12.9,1,3.4,0.7,1,-3.9,1.2,-2.3
CC(C)CCNC(=O)CNC(=O)c1cccs1,1.1,1.1,-12.1,1,7.8,-0.3,0.9,-1.4,1,-6.8
O=C(O)c1cc2c([nH]c1=O)CCCC2,1.1,1,-12.7,0.9,9.0,-11.6,0.9,1.6,0.9,-2.2
Cc1cc(C)c(NC(=O)c2ccccc2N(C)S(C)(=O)=O)c(C)c1,1,1,-6.8,0.9,10.3,2.6,0.9,-2.7,0.9,0.1
CCOC(=O)c1c(C)[nH]c(C)c1C(=O)COC(=O)c1cccc(C)c1O,1,1.1,-7.3,0.8,23.6,0.6,0.8,-2.6,0.9,-6.3
CCOC(=O)c1sc(NC(C)=O)nc1C,1,1,-7.6,1.1,3.1,2.0,1,-7.4,1,-1.7
Cc1oc(-c2ccc(Cl)cc2)nc1CN1CCCC(C(=O)NCc2ccco2)C1 (stereo not drawn),1,1,-9.0,1,19.1,3.8,0.8,3.5,0.9,-3.8
CC(=O)Oc1ccc(-c2ccc(C(=O)Nc3cccc(S(=O)(=O)N4CCOCC4)c3)cc2)cc1,1.1,1,0.4,1,22.4,1.9,0.8,-0.9,1,-1.1
COc1cc(C(=O)N/N=C(\C)Cn2nc([N+](=O)[O-])cc2C)ccc1O,1,1,-16.3,1.1,9.8,-4.1,0.9,-5.3,1.1,-1.9
O=C1CC(N2CCN(Cc3ccc4c(c3)OCO4)CC2)C(=O)N1CCc1ccccc1 (stereo not drawn),1.1,1.1,-13.6,1,14.9,-14.7,0.9,-2.2,0.9,-6.6
CCOc1ccc(C)cc1S(=O)(=O)n1ccnc1,1,1,-6.1,1,0.6,19.6,1,-1.3,0.9,-2.7
c1ccc(Cn2ncc3c(N4CCOCC4)ncnc32)cc1,1.1,1,-2.2,1,11.0,2.5,0.9,7.7,1,-0.5
CCC(=O)Nc1ccc(C(=O)CSc2nc3ccccc3[nH]2)cc1,1.1,1,-12.1,1.2,8.2,17.5,0.9,-5.9,1.1,-1.2
Nc1ncnc(NCc2ccc(F)cc2)c1[N+](=O)[O-],1.1,1,3.5,1.1,1.5,8.2,1,1.7,1,-2.6
N#Cc1c2c(c(Nc3ccccc3)n3c1nc1ccccc13)CCC2,1.1,1,-2.2,0.9,24.9,-30.6,0.8,2.7,0.9,-2.7
COc1ccccc1CNC(=O)CN(CCc1ccccc1)S(C)(=O)=O,1,1,2.7,0.9,8.5,3.9,0.9,2.8,1,1.9
COc1ccc(N2CCN(C(=O)CSc3nc4[nH]ncc4c(=O)n3-c3ccc(Br)cc3)CC2)cc1,1,1,-9.4,0.8,20.1,7.4,0.8,1.1,0.8,-3.3
CS(=O)(=O)N(CC(=O)N1CCCC1)c1ccc(OCc2ccccc2)cc1,1,1,-6.4,0.9,0.6,8.8,1,-0.3,0.9,-2.7
CCc1nnc(NC(=O)CSc2nnc3ncccn23)s1,1,1,-7.3,0.8,14.5,2.9,0.9,1.0,0.8,2.8
C/C(=N\NC(=O)Cn1ccc(C(F)(F)F)n1)c1ccco1,1,1,-4.2,1.1,0.5,-7.8,1,-7.9,1.1,1.6
O=C(c1ccc2c(c1)OCCO2)C1CCN(S(=O)(=O)c2ccc(F)cc2)CC1,1.1,1,-5.1,0.9,15.0,8.2,0.8,-1.6,0.9,-4.2
O=C1/C(=C/c2ccccc2)Nc2ccccc21,0.7,0.9,10.2,1.8,-0.3,1.7,1,-2.0,1.5,5.1
Cc1ccc(C)c(NC(=O)C2(C)CC3c4ccccc4C2c2ccccc23)c1 (stereo not drawn),1.1,1.1,-36.5,1,7.2,5.4,0.9,-1.1,1,-5.5
c1cncc(-c2nn3c(Cn4cnc5ccccc54)nnc3s2)c1,1,1.1,-12.6,0.9,21.3,27.4,0.8,-7.3,0.6,-6.7
O=C(Nc1ccc(Cl)c([N+](=O)[O-])c1)c1cnccn1,1,1,-1.2,0.8,25.4,0.0,0.7,4.4,0.9,-4.1
CCOc1ccc(C(=O)N/N=C/c2ccc(-c3ccc(S(=O)(=O)Nc4ncccn4)cc3)o2)cc1,0.9,1.1,4.6,1.2,0.2,5.2,1,-5.5,1.1,-7.6
Cc1cc(NCCNC2=CC(=O)CCC2)nc2ccccc12,1,1,-7.7,1,-1.6,2.9,1,-3.9,1,0.3
